BL2 CD40 inh – inhibitors of CD40-induced NF-kB signaling, primary screen, BL2 cells, luciferase reporter, single point | CD40L-induced, 4 h | inhibition, % at 10 µM | actives 0.94% (n = 83,000);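 active = mean inhibition of at least 50% with a set share of replicates also reaching that level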;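 note: 0% = neutral control wells and 100% = IKK inhibitor VII at 50 µM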
* hit, by the source's call; [ ] = dose if it differs, or a comment.

Start of the data: the first two entries, to show the layout:
mol	BL2 CD40 inh
O=C(C1Cc2ccccc2O1)N1CCCCC1 (stereo not given)	-3
NC(=O)C1(N2CCCCC2)CCN(C(=O)c2ccc(C#Cc3ccccc3)o2)CC1	7

The listing, from the start:
mol	BL2 CD40 inh
O=C(C1Cc2ccccc2O1)N1CCCCC1 (stereo not given)	-3
NC(=O)C1(N2CCCCC2)CCN(C(=O)c2ccc(C#Cc3ccccc3)o2)CC1	7
CCCNC(=O)N1[C@H](C#N)[C@H](c2ccc(-c3ccccc3F)cc2)[C@H]1CO	-18[25 µM]
CC(=O)N(Cc1ccc(Cl)cc1)c1cnccn1	16
COC(=O)c1c(C)c(C)nc(N)c1C#N	8
CCOC(=O)c1sc2nc(C(C)C)c3c(c2c1N)CCC3	5
O=C(NCCS(=O)(=O)N1CCc2ccccc2C1)c1ccccc1	0
O=C(Nc1ccccn1)C1CCN(S(=O)(=O)c2ccc3c(c2)OCCO3)CC1	-49
COc1ccc2cc(Br)ccc2c1CC(=O)NCC1CCCO1 (stereo not given)	5
CN1CCN(C(=O)C[C@H]2CC[C@@H]3[C@H](COC[C@@H](O)CN3Cc3cccc(-c4ccncc4)c3)O2)CC1	-3[25 µM]
COc1ccc(C(CNC(=O)c2ccc(S(=O)(=O)N(C)C)cc2)N2CCCCC2)cc1 (stereo not given)	10
c1ccc(-c2noc(CN3CCc4sccc4C3)n2)cc1	-16
COc1ccc(NC(=O)c2cccc(NS(=O)(=O)c3ccccc3)c2)cc1	3
CCOC(=O)Nc1ccc2c(c1)OCO2	-21
C/C=C/c1ccc([C@@H]2[C@@H](CO)N3CCCCN(S(=O)(=O)c4ccc(OC)cc4)C[C@H]23)cc1	30[25 µM]
O=C(C[C@H]1C[C@@H]2c3cc(NS(=O)(=O)c4ccc(F)cc4)ccc3O[C@@H]2[C@@H](CO)O1)NCc1cccnc1	-18[25 µM]
COc1ccccc1CN1CC[C@@H]2[C@@H](CO)Nc3ccc(-c4cccc(F)c4)cc3[C@@H]21	0[25 µM]
c1cncc(CSc2ccc(-c3cccs3)nn2)c1	-70
O=C(c1ccccc1F)N1CCOCC1	3
c1ccc(Oc2cccc3cccnc23)nc1	12
CN(C(=O)c1ccccc1C(=O)OCC(=O)Nc1ccccc1)c1ccccc1	-20
Cc1occc1-c1nnc(SCC(=O)Nc2c(F)cccc2F)n1C	2
O=C(CCC(=O)c1cccs1)NCc1ccncc1	9
C[C@@H]1CCCCO[C@H](CN(C)C(=O)Nc2ccc(C(F)(F)F)cc2)[C@@H](C)CN([C@H](C)CO)C(=O)c2cc(NC(=O)Nc3ccc4c(c3)OCO4)ccc2O1	-4
CSCc1nc2scc(-c3ccccc3)c2c(=O)[nH]1	-1
Cc1nc(CCNC(=O)COc2ccccc2)cs1	-8
C/C=C/c1ccc([C@H]2[C@H](CO)N(C(=O)CC)[C@H]2CN(C)S(C)(=O)=O)cc1	11[25 µM]
Cc1cc(C(=O)N/N=C2/CC(C)CC(C)(C)C2)c(C)o1 (stereo not given)	11
Cc1ccc(S(=O)(=O)NCCC(=O)Nc2ncccc2O)cc1C	-11
O=C(Nc1ccc(Cl)cc1)c1csc(Cc2ccccc2)n1	-10
Cc1cccc(NC(=O)CCCNC(=O)c2ccc(Cl)cc2)n1	1
O=[N+]([O-])c1ccc2c(c1)nc1n2CCCCC1	-19
C[C@@H]1CN([C@H](C)CO)C(=O)CCCn2nncc2CO[C@@H]1CN(C)C(=O)Nc1ccccc1C(F)(F)F	-1[25 µM]
O=C(Nc1nnc(-c2ccccc2Cl)o1)c1ccco1	-31
O=C(c1cccc(F)c1)N1CC(=O)N2[C@H](CO)[C@H](c3ccc(C4=CCCCC4)cc3)[C@@H]2C1	6[25 µM]
COCCNC(=O)C[C@@H]1C[C@H]2c3cc(NC(=O)NC4CCCCC4)ccc3O[C@H]2[C@@H](CO)O1	6
COCCCNC(=O)NC(=O)c1ccccc1	-9
O=C(NCc1cccs1)c1cc(-c2cccc(Cl)c2)on1	-47
COc1ccccc1CN1[C@H](CO)[C@@H]2c3ccccc3N(C(=O)C3CCCC3)C[C@@H]21	10
CNc1cncc(-c2cccnc2)n1	7
COc1cc2c(cc1OC)-c1nnc(-c3cccs3)n1C(C)(C)C2	11
Cc1cc([N+](=O)[O-])nn1CCC(=O)Nc1nccs1	3
Cc1cc(NS(=O)(=O)c2ccc(NC(=O)Cc3cccs3)cc2)no1	5
CC(NS(=O)(=O)c1ccc([N+](=O)[O-])cc1)C(=O)NN (stereo not given)	5
Cc1ccc(NC(=O)CSCC(=O)OC(C)C(=O)Nc2ccccc2C)cc1 (stereo not given)	-11
CO[C@@H]1CN(C)C(=O)c2ccc(NC(=O)c3cc(C)on3)cc2OC[C@H](C)NC[C@H]1C	10[25 µM]
COc1ccc(CCNC(=O)c2cccc3ccccc23)cc1OC	3
Cc1noc(C)c1C(=O)NCc1ccco1	14
O=C(COC(=O)C1CC(=O)N(Cc2ccccc2)C1)Nc1cccc([N+](=O)[O-])c1 (stereo not given)	-2
COc1ccc(C(=O)CSc2nc3nn(-c4ccccc4)c(=O)c-3c3n2CCCCC3)c(OC)c1	-5

Shown with values ahead of the structure: entries from further up.
BL2 CD40 inh | canonical_smiles
3 | Cc1cc([N+](=O)[O-])nn1CCC(=O)Nc1nccs1
5 | Cc1cc(NS(=O)(=O)c2ccc(NC(=O)Cc3cccs3)cc2)no1
5 | CC(NS(=O)(=O)c1ccc([N+](=O)[O-])cc1)C(=O)NN (stereo not given)
-11 | Cc1ccc(NC(=O)CSCC(=O)OC(C)C(=O)Nc2ccccc2C)cc1 (stereo not given)
10[25 µM] | CO[C@@H]1CN(C)C(=O)c2ccc(NC(=O)c3cc(C)on3)cc2OC[C@H](C)NC[C@H]1C

Later entries:
mol	BL2 CD40 inh
Cn1cccc1C(=O)OCc1cc(Cl)cc2c1OCOC2	-111
CC(=O)N(c1ccccc1)c1nc(/C=C/C(=O)O)cs1	22
CC(=O)N1Cc2cc(C(=O)NCC(F)(F)F)nc(-c3cccc(-c4cccnc4)c3)c2[C@@H]1CCO	2[25 µM]
CC(=O)Nc1ccc(N2C(C(C)=O)=NN(c3ccccc3)C2c2cccs2)cc1 (stereo not given)	12
CN1C(=O)c2cc(NC(=O)c3cscn3)ccc2OC[C@@H]2O[C@@H](CC(=O)NCc3ccc(Cl)c(Cl)c3)CC[C@H]21	0[25 µM]
CCOC(=O)Cn1c(=O)n(Cc2ccc(OC)cc2)c(=O)c2cccnc21	13
CCCNC(=O)[C@@H]1[C@@H](CO)[C@@H]2Cn3c(ccc(/C=C/c4ccccc4)c3=O)[C@H]1N2C(=O)C1CCC1	4[25 µM]
CC(C)(C)NC(=O)Nc1ccccc1C(N)=O	2
CCN(CC)S(=O)(=O)c1ccc(C(=O)NC(C)(C)C)cc1	1
CSc1nc(N2CCN(C)CC2)c2c(c1C#N)CC(C)(C)OC2	-7
CC(=O)c1ccccc1NC(=O)CSc1n[nH]c(=O)n1C1CC1	4
CCCN1C[C@H](C)[C@@H](OC)CN(C)C(=O)c2cc(NC(=O)C3CCC3)ccc2OC[C@H]1C	4[25 µM]
C[C@@H]1CN([C@H](C)CO)C(=O)CCCn2cc(nn2)CO[C@@H]1CN(C)C(=O)NC1CCCC1	-5
O=[N+]([O-])c1cccc(/C=N/Nc2nc(N3CCCCC3)nc(N3CCCCC3)n2)c1	5
C[C@H](NC(=O)[C@H]1[C@H](CO)[C@H]2Cn3c(ccc(-c4ccccc4)c3=O)[C@@H]1N2C)c1ccccc1	-4[25 µM]
CC(C)c1nc2oc3c(NCc4cccnc4)ncnc3c2c2c1CCC2	4
C/C=C/c1ccc([C@H]2[C@@H](CO)N(C(=O)CN(C)C)[C@H]2CNC(=O)CC)cc1	6[25 µM]
CC1(C)Cc2nc3sc(C(=O)NCCCO)c(N)c3cc2CS1	-1
COCC(=O)N1CC[C@H]2[C@@H]1c1cc(-c3cccc(F)c3)ccc1N(C)[C@H]2CO	-12[25 µM]
COc1ccccc1C#Cc1ccc([C@@H]2[C@H](CO)N3CCCCN(CCC(F)(F)F)C[C@@H]23)cc1	-11[25 µM]
CCOC(=O)C1(Cc2ccccc2Cl)CCN(S(C)(=O)=O)CC1	8
C[C@@H]1CN([C@@H](C)CO)C(=O)c2ccccc2-c2ccccc2CO[C@@H]1CN(C)Cc1ccc(-c2ccccc2)cc1	0
COc1ccc(NC(=O)N2C[C@H]3[C@@H](c4ccccc42)[C@H](CO)N3C(=O)C2CC2)cc1	-12[25 µM]
CC(C)(C)C(=O)NC(CC(=O)O)c1ccccc1 (stereo not given)	6
NNC(=O)c1ccncc1	-8

Grouped by structure: those above containing a furan ring, fused or not.
mol	BL2 CD40 inh
NC(=O)C1(N2CCCCC2)CCN(C(=O)c2ccc(C#Cc3ccccc3)o2)CC1	7
Cc1occc1-c1nnc(SCC(=O)Nc2c(F)cccc2F)n1C	2
Cc1cc(C(=O)N/N=C2/CC(C)CC(C)(C)C2)c(C)o1 (stereo not given)	11
O=C(Nc1nnc(-c2ccccc2Cl)o1)c1ccco1	-31
Cc1noc(C)c1C(=O)NCc1ccco1	14
CC(C)c1nc2oc3c(NCc4cccnc4)ncnc3c2c2c1CCC2	4

Remaining list, next part
mol	BL2 CD40 inh
O=C(NCCSc1ncc(-c2ccc(F)cc2)[nH]1)c1ccco1	-5
COc1ccc2c3c(n(C)c2c1)[C@@H](CO)NCC31CN(C(=O)c2cccc(F)c2)C1	-13[25 µM]
c1ccc(CCc2nc(-c3ccccn3)no2)cc1	-80
Cc1ccc(NS(=O)(=O)c2cccc(C(=O)NCCCn3ccnc3)c2)cc1	5
O=C(NNS(=O)(=O)c1ccc(F)cc1)c1cc2ccccc2cc1O	4
COCC(=O)Nc1ccc2c(c1)OC[C@@H](C)N(CCc1ccccc1)C[C@@H](C)[C@H](OC)CN(C)C2=O	6
CC1(C)Cc2ccccc2C(=NC(Cc2c[nH]c3ccccc23)C(=O)O)N1 (stereo not given)	-2
COCCn1c(=NC(=O)c2cccs2)sc2cc(NC(C)=O)ccc21	-114
Cc1ccccc1N(CC(=O)NC1CCCC1)C(=O)c1csnn1	2
CCCc1c(C)c2cc(C)ccc2[nH]c1=O	-2
Cc1ccc(NC(=O)C(=O)NCC2OCCc3ccccc32)cc1 (stereo not given)	0
O=S1(=O)CCN(CCCc2ccccc2)CC1	-4
COc1ccc(NC(C)c2ccccc2)cc1 (stereo not given)	-19
COc1cccc(NC(=O)Nc2ccc3c(c2)C(=O)N(C)C[C@@H](OC)[C@H](C)CN[C@H](C)CO3)c1	-7[25 µM]
O=C(O)C1CCCCC1C(=O)NC(c1ccccc1)c1ccccc1 (stereo not given)	5
COc1cc(Cl)c(C)cc1NC(=O)COC(=O)C1=COCCO1	-9
O=C(CN1CCCCCC1)Nc1cccc([N+](=O)[O-])c1	2
CCCn1c(=O)c2ccccc2n2c(SCCOc3ccccc3)nnc12	-3
C/C=C/c1ccc([C@@H]2[C@@H](CO)N(Cc3ccccn3)[C@H]2CNC(C)=O)cc1	0
c1ccc2c(c1)c1ccccc1n1c(-c3ccc4c(c3)OCO4)nnc21	-5
O=C(O)C1CC(c2ccc(F)cc2)=NO1 (stereo not given)	-4
CC(C)CC#Cc1ccc([C@H]2[C@H](CO)N3CCCCN(C(=O)Nc4ccccc4)C[C@@H]23)cc1	23[25 µM]
O=C1N[C@H](Cc2ccccc2)COCc2cnnn2CC[C@@H]1Cc1ccc(-c2ccccc2)cc1	-10[25 µM]
O=C(O)c1nn(CCOc2ccccc2F)c(=O)c2ccccc12	-18
C[C@@H]1CN([C@H](C)CO)C(=O)c2ccccc2-c2ccccc2CO[C@@H]1CN(C)C(=O)Nc1ccc(F)cc1	-5

N#C[C@H]1[C@H](c2ccc(-c3ccccc3F)cc2)[C@@H](CO)N1C(=O)c1ccccn1
  BL2 CD40 inh: -2[25 µM]

CCOCC(=O)OCC(=O)Nc1cc(OC)c([N+](=O)[O-])cc1C
  BL2 CD40 inh: 10

CCC1(OC(=O)CN(C)C)C(=O)OCc2c1cc1n(c2=O)Cc2cc3c(N)cccc3nc2-1 (stereo not given)
  BL2 CD40 inh: -6

CCOC(=O)N1CCN(C(=O)C2CC(c3ccc(F)cc3)=NO2)CC1 (stereo not given)
  BL2 CD40 inh: -3

COc1ccc(CCNC(=O)COC(=O)c2ccccn2)cc1
  BL2 CD40 inh: -1

C[C@H]1CCCCO[C@H](CN(C)S(=O)(=O)c2ccc(Cl)cc2)[C@@H](C)CN([C@@H](C)CO)C(=O)c2cc(NC(=O)Nc3ccc(C(F)(F)F)cc3)ccc2O1
  BL2 CD40 inh: 20[25 µM]

CCN(CC)C(=O)c1cncc(C(=O)N(CC)CC)c1-c1ccccc1
  BL2 CD40 inh: 11

CCC(=O)N1C[C@@H]2[C@H](c3ccccc31)[C@H](CO)N2Cc1ccc(F)cc1
  BL2 CD40 inh: 7[25 µM]

CC(=O)Nc1cccc(C(=O)OCC(=O)c2ccc3c(c2)OCO3)c1
  BL2 CD40 inh: 91*

CC(=O)Nc1ccc(S(=O)(=O)NN=c2sc3ccccc3n2C)cc1N
  BL2 CD40 inh: -27

Cc1ccc(S(=O)(=O)N[C@H]2CC[C@@H](CCn3cc(C4CCCC4)nn3)O[C@H]2CO)cc1
  BL2 CD40 inh: 2

CCN(CC(=O)Nc1ccc(NC(C)=O)cc1)C(=O)c1n[nH]c(=O)c2ccccc12
  BL2 CD40 inh: 1

CC(=O)c1c(C)[nH]c(C2=NNC(=NCc3ccccc3)SC2)c1C
  BL2 CD40 inh: 24

COc1ccc(N2CC(NS(=O)(=O)c3ccc4ccccc4c3)CC2=O)cc1OC (stereo not given)
  BL2 CD40 inh: -8

O=C(c1cccc([N+](=O)[O-])c1)N1CCN(c2ccc(N3CCOCC3)nn2)CC1
  BL2 CD40 inh: 2

Cc1cc(C(=O)Nc2sccc2C#N)c2ccccc2n1
  BL2 CD40 inh: 15

N#Cc1ccccc1S(=O)(=O)N1CCN(C(=O)CN2C(=O)NC3(CCCC3)C2=O)CC1
  BL2 CD40 inh: -1

CN1C(=O)c2cc(NC(=O)Cc3cccs3)ccc2OC[C@H]2O[C@H](CC(=O)NCCCN3CCOCC3)CC[C@@H]21
  BL2 CD40 inh: -7[25 µM]

Assay outcomes deposited in PubChem by Broad Institute.

These rows are one share of the data; the hit share may differ from the screen's.
